mIAP inh – mouse IAP inhibition | purified mouse IAP, CDP-Star luminescence, 30 min | inhibition, % at 10 µM | 330,000 compounds, 0.2% hits | AID 2806;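 active means inhibition of at least 40% at 10 µM in the primary screen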;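 further: plate controls were DMSO with enzyme for no effect and no enzyme wells for full effect; values of inactives mirror those of a sister screen read the other way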
A3A deaminase – human APOBEC3A DNA deaminase inhibition; 330,000 compounds, 0.41% hits; recombinant A3A, FAM/TAMRA ssDNA deamination fluorescence; P31941; inhibition, % at 20 µM;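 active means at least 40% inhibition at 20 µM here, with at most 30% in a related deaminase screen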;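 further: plate controls were A3A with DMSO for no effect and wells lacking A3A enzyme for full effect; some results filed as inactive read as strong as hits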
Target sequence (P31941 whole entry, looked up): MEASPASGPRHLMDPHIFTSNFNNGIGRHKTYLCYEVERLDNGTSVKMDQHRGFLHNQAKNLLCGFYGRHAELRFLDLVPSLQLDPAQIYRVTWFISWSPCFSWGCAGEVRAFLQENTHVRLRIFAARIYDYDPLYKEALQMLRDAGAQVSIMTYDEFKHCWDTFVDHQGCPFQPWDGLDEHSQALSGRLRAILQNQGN
NR3A LBD binder – modulates the human NR3A ligand-binding domain; NR3A LBD differential scanning fluorimetry, Tm shift; 0% = protein alone, 100% = glycine-bound protein; AID 1259313; 340,000 compounds, 2.5% hits; Tm shift relative to glycine control, % at 25 µM;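 active means melting temperature shift of at least 10% of the positive control shift, at one fixed dose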
MPTP block – blocks calcium-induced mitochondrial swelling; isolated mouse mitochondria, Ca2+ swelling absorbance, 30 min; inhibition, % at 10 µM; 360,000 compounds, 1.4% hits; AID 602449;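 active means inhibition of 50% or more, scaled per plate between neutral and stimulator controls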;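 further: 0% = DMSO wells given calcium and 100% = 1 mM EGTA wells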
MIN6 prolif – inducers of beta-cell replication in MIN6 cells | MIN6 cells proliferation, ATPlite luminescence, 48 h; cells starved in 0.2% serum; 100% = growth in 10% serum | proliferation, % at 10 µM | 330,000 compounds, 0.29% hits | AID 2380;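 active means compounds whose signal lies at least 3.5 SD above the mean of all wells on their plate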;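 further: 0% = DMSO-treated cells in low-serum medium and 100% = 10% serum control; some compounds called inactive have numbers as strong as hits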
APOBEC3G inh – inhibitors of human APOBEC3G DNA deaminase | recombinant A3G, ssDNA deamination FAM/TAMRA fluorescence | inhibition, % at 20 µM | Q9HC16 | 330,000 compounds, 0.28% hits;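 active means inhibition of at least 40% at 20 µM, with no more than 30% in the related APOBEC3A deaminase screen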;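 further: plate controls were DMSO wells with A3G for no effect and wells lacking A3G enzyme for full effect; some compounds called inactive have numbers as strong as hits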
Target sequence (Q9HC16 whole entry, looked up): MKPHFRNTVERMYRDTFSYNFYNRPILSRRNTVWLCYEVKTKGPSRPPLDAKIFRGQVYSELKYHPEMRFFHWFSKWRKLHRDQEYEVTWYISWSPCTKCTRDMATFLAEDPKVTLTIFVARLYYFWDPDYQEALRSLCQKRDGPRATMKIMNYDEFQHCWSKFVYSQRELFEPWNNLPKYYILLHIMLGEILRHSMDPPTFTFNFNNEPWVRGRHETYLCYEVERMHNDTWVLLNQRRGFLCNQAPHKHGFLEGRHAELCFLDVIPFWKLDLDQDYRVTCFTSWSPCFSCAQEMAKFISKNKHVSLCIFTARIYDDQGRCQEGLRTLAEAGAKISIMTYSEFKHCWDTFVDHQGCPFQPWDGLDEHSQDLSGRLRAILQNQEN
hIAP inh – human IAP inhibition | purified IAP, CDP-Star luminescence, 30 min | inhibition, % at 10 µM | 330,000 compounds, 0.12% hits | P09923;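 active means inhibition reaching a set limit with compound at 10 µM in the primary screen, cut at about 35% in these data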;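 further: plate controls were DMSO wells with enzyme for no effect and no-enzyme buffer wells for full effect; values of inactives mirror those of a sister screen read the other way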
mIAP act – mouse IAP activation | activation factor at 10 µM | AID 2805 | 330,000 compounds, 0.24% hits | muIAP, CDP-Star luminescence, 30 min; hits give high values; 1 = vehicle-only enzyme signal, 0 = enzyme-free wells;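 active means activation factor of at least 2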; further: the source names both 10 and 20 µM as test concentration; values of inactives mirror those of a sister screen read the other way
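System: Mouse IAP enzyme | Also added: CDP-Star substrate | Dosing: Compounds dispensed in DMSO | Schedule: 30 min enzyme-substrate-compound incubation at room temperature | Technique: Chemiluminescence readout | Control set: DMSO-only wells and no-enzyme negative control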
hIAP act – human IAP activation; P09923; purified human IAP, CDP-Star luminescence, 30 min; hits give high values; 1 = vehicle-only enzyme, 0 = enzyme-free background; activation factor at 10 µM; 330,000 compounds, 0.16% hits; AID 2524;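 active means activation factor of the enzyme at least 2-fold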; further: the source names both 10 and 20 µM as test concentration; values of inactives mirror those of a sister screen read the other way
Numbers without * were called inactive; / = no result given.

Molecule,A3A deaminase,mIAP act,MPTP block,hIAP act,APOBEC3G inh,mIAP inh,NR3A LBD binder,hIAP inh,MIN6 prolif
CC1CCCCC1NCC(=O)NCc1ccc(F)cc1 (stereo unspecified),-4.2,0.97,1.1,0.972,-7.0,3.0,1.0,2.8,0.0
COC(=O)[C@]12C(=O)C(C)=C(O)[C@@]1(C)C(C)=CC1[C@@]34CC[C@@H](OC(C)=O)C(C)(C)C3C(C[C@]12C)OC4=O (stereo partly specified),1.9,0.951,-1.3,0.942,2.1,4.9,2.1,5.8,-2.0
N#Cc1cccc(S(=O)(=O)NCC(=O)NCc2ccc3c(c2)OCO3)c1,-2.7,0.929,-1.0,0.91,-7.3,7.1,1.6,9.0,0.7
CCc1nc(NCCC(C)C)c(C#N)c2c1CCCC2,4.6,1.1,-4.2,0.979,-0.8,-10.5,-0.8,2.1,-5.5
CNC(=O)C(=O)NCC(c1cccs1)S(=O)(=O)c1ccc(F)cc1 (stereo unspecified),-0.8,1.02,-0.2,0.816,1.4,-2.4,-0.7,18.4,1.8
CNS(=O)(=O)c1cc(OC)c(OC)cc1CC(=O)OC,-2.3,1.01,-0.8,0.856,-6.4,-1.1,-0.1,14.4,1.9
COc1ccc(C(C(=O)NC2CCCC2)N(C(=O)c2ccco2)c2ccccc2OC)cc1 (stereo unspecified),-5.3,0.907,0.4,1.03,-10.9,9.3,-0.7,-3.0,-0.4
O=C(OCc1nnc(-c2ccccc2)o1)c1cc(S(=O)(=O)N2CCOCC2)ccc1F,-4.6,1.09,-0.7,1.1,-4.3,-8.6,5.2,-9.6,-3.2
Nc1nc(Cl)cc(N2CCC(c3cc(-c4ccc(Cl)cc4)n[nH]3)CC2)n1,-0.7,0.909,97.9*,1.06,-4.2,9.1,16.6*,-5.8,-5.8
NC1=NCc2ccccc21,-0.8,1,-0.7,1.01,-2.5,-0.2,0.2,-1.2,-3.7
Cc1sc2nc(CSCC(=O)N(C)CC(=O)Nc3ccc(F)cc3)[nH]c(=O)c2c1C,-3.4,0.904,0.3,1.25,-1.1,9.6,4.6,-24.7,-2.9
COc1ccc(CC(=O)NCc2ccccc2Cl)cc1S(=O)(=O)N1CCOCC1,-2.0,1.1,-0.4,1.04,-4.3,-10.3,-3.1,-4.5,-2.0
Nc1ccc(N=Nc2ccccc2O)c(N)c1,-0.4,0.895,1.2,1.23,-1.8,10.5,6.1,-23.0,-1.8
O=C(CSc1nc(-c2ccccc2)cc(C(F)(F)F)n1)NCc1cccs1,-2.5,0.938,-1.2,1.02,-3.4,6.2,-2.6,-1.7,0.0
CCCCC(=O)N1CCN(c2nc3ccc(Br)cc3s2)CC1,-3.5,0.917,0.8,1.1,-5.6,8.3,1.9,-9.7,-6.5
O=C(N/N=C/c1ccc(O)cc1)c1ccncc1,1.6,1.13,-0.7,1.1,14.2,-12.6,-10.6,-10.0,0.3
CCN(CC)c1ccc(S(=O)(=O)N2CCOCC2)cc1NC(=O)CSc1ccccc1,-1.6,1.02,-0.8,1.03,4.1,-1.8,-4.1,-2.7,-6.1
CCN(CC)S(=O)(=O)c1cccc(C(=O)Nc2ccccc2C(=O)N2CCOCC2)c1,0.3,1.05,-2.3,0.932,-0.8,-5.3,2.5,6.8,1.5
CN(C(=O)COC(=O)c1ccccc1Nc1ccccc1)c1c(N)n(Cc2ccccc2)c(=O)[nH]c1=O,3.5,0.977,-4.4,1.21,1.6,2.3,23.5*,-21.2,-3.9
CC(C(=O)N1CCC(C(N)=O)CC1)N(c1ccc(Oc2ccccc2)cc1)S(C)(=O)=O (stereo unspecified),1.6,1,1.2,0.995,0.0,0.0,-1.3,0.5,-2.7
CCOc1ccc(NC(=O)C2CCN(C(=O)NCc3ccccc3)CC2)cc1,8.2,0.991,-0.3,0.917,2.9,0.9,-0.3,8.3,0.4
COc1ccc(NC(=O)COC(=O)Cc2ccc(-c3ccccc3)cc2)c(OC)c1,-3.8,0.934,-4.8,0.951,-6.3,6.6,-2.6,4.9,0.0
CSc1sc(-c2ccnc(SCCS(C)(=O)=O)n2)c(-c2ccccc2)c1C#N,-4.0,0.805,5.2,0.966,-9.6,19.5,-6.0,3.3,-0.3
Nc1ccc(-c2c3ccc(=O)cc-3oc3cc(O)ccc23)cc1C(=O)O,-41.3,0.737,-0.1,0.643,-89.0,26.3,0.8,35.7*,0.6
CCOc1cc(C(=O)Nc2ccc(S(=O)(=O)N3CCCCC3)cc2)ccc1OCC(=O)N1CCOCC1,5.1,1.07,-2.7,1.08,-6.9,-7.5,-0.6,-8.2,-2.6
CCCSc1cc(N2CCN(C)CC2)nc(-c2ccc(OC)cc2)n1,2.3,1.04,12.3,0.991,2.6,-4.5,1.5,1.0,-4.4
Cc1ccc2cc(CN(Cc3nnnn3Cc3ccco3)CC3CCCO3)c(=O)[nH]c2c1C (stereo unspecified),13.3,0.858,-2.1,1.06,9.8,14.2,-2.4,-6.3,-1.6
Cc1ccc(Cl)cc1NC(=O)c1ocnc1C,1.5,1.07,-1.0,1.55,-0.3,-7.4,-0.2,-54.8,1.6
OCCNCC1(O)C2CC3CC(C2)CC1C3 (stereo unspecified),-2.6,0.972,-1.8,0.948,-11.9,2.8,0.3,5.2,0.3
Cc1cc(C(=O)NNC(=O)CCN2CCN(c3ccccc3)CC2)c2ccccc2n1,10.4,1.09,-3.7,1.43,-4.1,-9.0,2.3,-43.3,-1.3
COc1ccc(CNC(=O)CN2C(=O)COc3ccc(S(=O)(=O)N4CCOCC4)cc32)cc1,-2.0,0.963,-1.2,1.16,-2.3,3.7,-1.1,-16.1,1.0
CC(=O)c1ccc(S(=O)(=O)N2CCc3ccccc3C2)cc1,-4.4,1.01,1.7,1.22,-6.0,-1.2,0.5,-21.6,-4.2
COc1ccc(S(=O)(=O)N2CCOCC2)cc1NC(=O)COC(=O)C1=COCCO1,8.7,0.957,0.6,1,6.4,4.3,0.6,0.0,-0.1
CCc1ccc(C2=NN(C(=O)CCC(=O)O)C(c3cccs3)C2)cc1 (stereo unspecified),-6.6,1.15,0.3,1.11,1.8,-14.7,2.1,-11.0,0.9
O=C(NC1CC1)C1=C[C@H](c2ccc(C(F)(F)F)cc2)C[C@H](OCc2ccc(CO)cc2)O1,-3.8,1.01,-0.9,1.22,2.5,-0.9,-1.2,-21.9,-5.4
CCOP(=O)(c1ccc(N(C)C)cc1)C(O)c1ccccc1F (stereo unspecified),-4.1,1.09,0.7,1.19,1.9,-9.1,-1.0,-19.2,-1.4
O=C(Cc1ccccc1)O/N=C1\CCCc2ccccc21,0.7,0.973,-0.4,0.803,0.3,2.7,-0.3,19.7,1.1
O=[N+]([O-])C1=CC=C2C(=NC3(CCCCC3)N2O)C1=NC1CCCCC1,-1.2,0.894,3.5,0.915,-5.7,10.6,-1.1,8.5,0.7
COc1ccc(C(=O)NNC(=O)c2ccc3ccccc3c2O)cc1,-3.1,0.783,-0.4,1.01,-1.7,21.7,-9.4,-0.6,3.6
O=C1c2ccccc2C(=O)N1CCCc1cn(C[C@H]2CC[C@H](Cn3cc(CCCN4C(=O)c5ccccc5C4=O)nn3)O2)nn1,1.4,1.08,0.3,/,0.7,-16.2,0.8,/,/
O=C(CN1CCCCC1)NCCNc1ccc(C(F)(F)F)cc1[N+](=O)[O-],4.1,0.953,0.2,1.01,-2.9,4.7,2.9,-1.1,0.0
O=C(NCCN1CCCCC1)Nc1ccc(F)c(Cl)c1,1.1,1.14,-0.3,0.897,-5.6,-13.7,-0.5,10.3,0.1
Cc1ccc(NCC(=O)Nc2ccc(Br)cc2)cc1F,-6.9,1.1,60.3*,1.01,-4.6,-9.8,8.9,-1.0,-0.1
O=C(Cn1nnc(-c2ccccc2NC(=O)c2ccccc2F)n1)NC1CCCC1,-5.4,0.954,2.5,0.971,-6.1,4.6,0.0,2.9,2.8
CCOC(=O)/C=c1\s/c(=C(\C#N)C(=O)NC)n(-c2ccccc2)c1=O,-1.2,0.99,-0.5,1,-3.9,1.0,3.9,-0.4,-1.7
CCN1CC2([N+](=O)[O-])C=CC(=O)C([N+](=O)[O-])(C1)C2CC(=O)c1ccccc1 (stereo unspecified),-2.4,0.828,-2.1,0.894,-3.0,17.2,-3.3,10.6,1.4
COc1ccc(CCNC(=O)C2CCCN(Cc3nc(-c4ccccc4C)oc3C)C2)cc1OC (stereo unspecified),-0.3,0.957,59.2*,0.936,-8.2,4.3,-2.5,6.4,-3.8
COC(=O)C1(Cc2cc(-c3ccc(Cl)cc3)no2)CCN(C(=O)OC(C)(C)C)CC1,0.1,1.02,2.3,0.939,-3.4,-2.3,1.3,6.1,-6.1

The closing 2 compounds of the part above are carried over, then new ones follow.
Molecule,A3A deaminase,mIAP act,MPTP block,hIAP act,APOBEC3G inh,mIAP inh,NR3A LBD binder,hIAP inh,MIN6 prolif
COc1ccc(CCNC(=O)C2CCCN(Cc3nc(-c4ccccc4C)oc3C)C2)cc1OC (stereo unspecified),-0.3,0.957,59.2*,0.936,-8.2,4.3,-2.5,6.4,-3.8
COC(=O)C1(Cc2cc(-c3ccc(Cl)cc3)no2)CCN(C(=O)OC(C)(C)C)CC1,0.1,1.02,2.3,0.939,-3.4,-2.3,1.3,6.1,-6.1
Cc1cc(NC(=O)c2ccc(F)cc2)ccc1NC(=O)c1ccco1,-0.3,1.08,0.9,1.21,-1.7,-8.0,-2.4,-20.7,-0.5
Cn1c(CNS(=O)(=O)c2ccc(Cl)cc2)n[nH]c1=S,6.6,0.928,0.3,1.3,38.6,7.2,0.7,-29.8,-4.4
Cn1cc2cc([N+](=O)[O-])ccc2n1,-1.7,1.1,0.8,0.922,-5.7,-10.4,0.8,7.8,-1.6
O=C(COc1ccccc1)N/N=C/c1sc(=O)n(Cc2cccc(C(=O)O)c2)c1Cl,-4.6,0.938,-0.2,1.2,-4.7,6.2,-1.4,-20.3,-1.9
COc1cc(NC(=O)CSCC(=O)Nc2cccc(C(F)(F)F)c2)c(Cl)cc1Cl,-3.4,1.18,57.7*,0.952,-9.0,-18.3,4.8,4.8,-4.0
N/C(=N\NC(=O)c1ccc(F)cc1)c1cc2ccccc2oc1=O,1.0,0.836,1.0,1.29,2.4,16.4,-1.1,-29.4,-0.1
COC(=O)CNC(=O)Cn1ccc2ccccc2c1=O,0.9,1.13,-1.2,0.869,-2.6,-12.6,2.8,13.1,-3.2
Cn1cccc1Cc1nnc(SCC(=O)Nc2nccs2)n1CCc1ccccc1,-4.3,0.938,0.6,0.813,-5.1,6.2,-1.8,18.7,-3.4
O=C(O)CCC(=O)N1N=C(c2c(-c3ccccc3)c3cc(Cl)ccc3[nH]c2=O)CC1c1ccccc1 (stereo unspecified),-2.3,0.917,0.4,0.993,-4.6,8.3,1.9,0.7,1.8
COc1cccc(NC(=O)CN2CCN(c3ccc(F)cc3)CC2)c1,-2.9,1.13,-0.9,0.969,-6.5,-12.8,1.0,3.1,-2.2
COc1ccc(C2CC(=O)C=C(NNS(=O)(=O)c3ccc(C)cc3)C2)cc1 (stereo unspecified),-1.0,0.916,-2.5,0.932,-3.5,8.4,-1.7,6.8,0.0
CCCCS(=O)(=O)N1CCCC(C(=O)Oc2ccc(Cl)cc2)C1 (stereo unspecified),0.8,1.01,0.2,0.94,-4.0,-1.4,-0.1,6.0,-2.0
CSc1nc(N)nc2c1ncn2CC(=O)NCC(c1ccccc1)c1ccccc1,1.9,0.988,-1.3,0.929,1.3,1.2,-4.2,7.1,1.8
